High-throughput results: PubChem, several laboratories
KCNQ1 act: potentiators or activators of human KCNQ1 potassium channel | B-score at 10 µM | AID 2648 | hit rate 0.35% among 310,000 | CHO-K1 KCNQ1, thallium flux FluxOR fluorescence; stronger effect = higher value | P51787;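 active = fluorescence ratio B-score, a plate-corrected score, at least three library SD, with initial intensity B-score within 5 SD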
Target sequence (P51787 whole entry, looked up): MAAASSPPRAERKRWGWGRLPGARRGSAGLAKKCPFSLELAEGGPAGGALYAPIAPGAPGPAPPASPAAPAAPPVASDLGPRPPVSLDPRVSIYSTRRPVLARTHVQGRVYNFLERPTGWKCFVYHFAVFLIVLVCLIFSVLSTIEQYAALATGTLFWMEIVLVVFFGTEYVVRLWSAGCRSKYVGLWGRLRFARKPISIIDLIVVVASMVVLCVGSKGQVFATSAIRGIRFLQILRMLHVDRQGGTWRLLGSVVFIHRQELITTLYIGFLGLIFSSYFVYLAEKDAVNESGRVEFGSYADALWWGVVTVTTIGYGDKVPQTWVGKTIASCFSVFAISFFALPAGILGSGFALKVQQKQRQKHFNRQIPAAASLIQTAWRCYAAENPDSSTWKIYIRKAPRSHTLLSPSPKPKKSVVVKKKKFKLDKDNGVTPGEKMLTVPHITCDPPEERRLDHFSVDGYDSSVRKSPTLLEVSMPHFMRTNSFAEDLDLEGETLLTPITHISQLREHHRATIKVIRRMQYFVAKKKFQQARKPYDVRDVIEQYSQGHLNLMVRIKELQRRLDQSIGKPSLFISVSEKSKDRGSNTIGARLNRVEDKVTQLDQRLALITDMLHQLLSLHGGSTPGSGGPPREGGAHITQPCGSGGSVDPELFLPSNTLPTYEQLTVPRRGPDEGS
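System: Stable KCNQ1 CHO-K1 line | Incubation: 90 min dye loading and 20 min compound exposure, both at room temperature | Measure: Ratio B score | Medium: Assay buffer for compound exposure, DMSO matched across wells | Compound dosing: Single-concentration screen | Probe or stimulus: K+/Tl+ depolarizing stimulus | Measured by: Kinetic FluxOR fluorescence, 10 s baseline plus 110 s post-stimulus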
Platelet DG rel: modulates dense granule release in human platelets | human platelet-rich plasma, SFLLRN dense granule ATP release, luminescence | inhibition, %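 (compounds screened at 7.5 µM in platelet-rich plasma)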 | hit rate 0.22% among 300,000;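 active = mean replicate score, as percent of positive control, at or above 50; inconclusive = mean below 50 but at least one replicate at or above 50; inactive = mean and every replicate below 50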
PolyA inhibitor: yeast polyadenylation inhibition. S. cerevisiae SKY197-pL101 polyadenylation reporter, beta-gal luminescence; efflux-impaired pdr1/pdr3 knockout yeast; score 100 = 6 SD above DMSO. calls only at 12 µM. hit rate 0.02% among 300,000. AID 1875;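 active = lowest replicate activity score at least 50, where 100 means six control SD above control mean; inconclusive = lowest score under 50 but half or more replicates reach 50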;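 note: yeast exposed to compound for 9 h at 30 °C; higher score means more reporter readthrough which indicates perturbed polyadenylation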
Dyrk1A ADPGlo: blocks rat Dyrk1A kinase activity. Q63470. ADP-Glo luminescence, NFATc1 peptide. inhibition, % at 12.5 µM. hit rate 0.43% among 310,000. AID 504441; in the data active = inhibition above about 50%;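 note: plate controls were vehicle with enzyme for no effect and no enzyme for full effect; many of its hits are not listed in these tables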
KCNK9 inh: blocks the human KCNK9 two-pore domain potassium channel; Q9NPC2; HEK293 KCNK9, FluxOR thallium flux fluorescence; stronger effect = lower value; B-score at 10 µM; hit rate 1.2% among 310,000; AID 488922;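 active = ratio B-score over 3 SD below the library mean, with starting fluorescence within 5 SD of its mean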;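 note: negative B-score means less thallium flux so channel inhibition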
Target sequence (Q9NPC2 whole entry, looked up, the tested form may be a part): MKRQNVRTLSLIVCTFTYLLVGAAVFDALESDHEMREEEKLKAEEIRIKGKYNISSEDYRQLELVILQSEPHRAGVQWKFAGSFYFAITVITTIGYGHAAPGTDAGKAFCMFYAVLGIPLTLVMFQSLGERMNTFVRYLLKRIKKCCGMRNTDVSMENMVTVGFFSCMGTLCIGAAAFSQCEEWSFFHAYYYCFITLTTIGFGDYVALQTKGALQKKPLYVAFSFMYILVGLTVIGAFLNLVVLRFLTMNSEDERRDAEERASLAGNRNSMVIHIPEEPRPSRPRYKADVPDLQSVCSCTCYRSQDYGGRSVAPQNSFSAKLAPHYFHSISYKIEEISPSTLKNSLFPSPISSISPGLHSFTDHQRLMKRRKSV
TRPC4 act: activators of mouse TRPC4 channel. AID 2237. Q9QUQ5. HEK293 TRPC4beta/mu-opioid, Fluo4 calcium fluorescence; stronger effect = higher value. B-score at 10 µM. hit rate 0.49% among 310,000;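 active = B-score above 5 SD of library B-scores, and initial fluorescence ratio not above library mean plus 5 SD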;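 note: positive B-score marks a calcium rise read as TRPC4 activation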
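Test system: HEK293 cells stably co-expressing mouse TRPC4beta and mu-opioid receptor | Schedule: Fluo4 dye loading 45 min at room temperature, 110 s recording | Measured by: Kinetic Fluo4 calcium fluorescence, 5 s baseline at 1 Hz | Evaluation: B score of integrated ratio | Controls: Buffer (low) and maximal DAMGO (high)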
TRPC4 block: inhibitors of mouse TRPC4 channel. HEK293 TRPC4beta/mu-opioid, DAMGO-evoked Fluo4 calcium flux; stronger effect = lower value. B-score at 10 µM. hit rate 0.39% among 300,000. AID 2247;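 active = B-score over 3 SD under the library average, no early fluorescence shift, positive overall ratio signal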
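Material: HEK293 cells with stable TRPC4beta plus mu-opioid receptor expression / Probe or stimulus: DAMGO in two steps, submaximal then maximal / Compound: single concentration per test compound / Technique: kinetic Fluo4 fluorescence imaging of calcium influx / Read-out: per-well B score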
TRPC4 potent: allosterically enhances the mouse TRPC4 cation channel; Q9QUQ5; HEK293 TRPC4beta/mu-opioid, DAMGO EC20, Fluo-4 Ca2+ flux; stronger effect = higher value; AID 2227; B-score at 10 µM; hit rate 0.42% among 310,000;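 active = B-score of calcium response area above 5 SD of library B-scores, with initial fluorescence ratio within 5 SD of library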;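 note: B-score of integrated fluorescence ratio over time as area under calcium response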
hERG protect: compounds protecting human hERG from proarrhythmic drug block | Q12809 | CHO-hERG, FluxOR thallium flux, dofetilide IC70 present | activation (rescue from dofetilide block), less the hit threshold, % at 10 µM | hit rate 0.51% among 310,000 | AID 1511;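 active = activation above the mean of controls blocked by dofetilide plus 5 SD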;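 note: thallium influx through hERG after potassium depolarization seen as dye fluorescence rise; in these data hits start at about 4.7%; inactives centre near -7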
KCNK3 inh: human KCNK3 channel inhibition, primary screen; CHO-KCNK3 thallium flux, FluxOR fluorescence; stronger effect = lower value; AID 602410; hit rate 0.84% among 340,000; B-score at 10 µM; O14649;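 active = B-score under library mean minus 4 SD, starting fluorescence ratio at most library mean plus 5 SD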;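 note: more negative B-score means stronger inhibition of thallium flux through KCNK3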
KCNQ1 block: human KCNQ1 channel inhibition | CHO-K1 KCNQ1, FluxOR thallium flux fluorescence; stronger effect = higher value | AID 2642 | hit rate 1.3% among 310,000 | B-score at 10 µM;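 active = compounds whose thallium flux B-score, printed positive for inhibition, exceeds three library SD while starting fluorescence stays within three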;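 note: channel opened by potassium depolarization with thallium stimulus after 20 min compound exposure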
* marks the source's active call; other numbers are inactive results; i = inactive; ? = inconclusive; nt = not tested or not shown.

SMILES	KCNQ1 act	Platelet DG rel	PolyA inhibitor	Dyrk1A ADPGlo	KCNK9 inh	TRPC4 act	TRPC4 block	TRPC4 potent	hERG protect	KCNK3 inh	KCNQ1 block
CCOc1ccc(NC(=O)CC2C(=O)N(c3ccccc3)C(=O)N2Cc2ccccn2)cc1 (stereo unspecified)	i	0	i	1	i	i	i	i	-11	i	i
O=C(Nc1nc2ccccc2[nH]1)c1cccc(F)c1	i	10	i	26	i	i	i	i	1	i	i
O=C1C2CC=C(Cl)CC2C(=O)N1CC1OCCc2ccccc21 (stereo unspecified)	i	16	i	3	i	i	i	i	-3	i	i
COc1cccc(NC(=O)CNC(=O)c2cccs2)c1	i	4	i	3	i	i	i	i	-7	i	i
C=CCSc1nc(C)c(CCCC)c(=O)[nH]1	i	0	i	2	i	i	i	i	-8	i	i
COc1cccc(C(=O)Nc2ccc(C(=O)O)cc2)c1	i	49	i	3	i	i	i	i	-13	i	i
N=c1c(C(=O)NCC2CCCO2)cc2c(=O)n3ccccc3nc2n1Cc1ccc(F)cc1 (stereo unspecified)	i	-7	i	-2	i	i	i	i	-12	i	i
O=C(O)C1CCC(Cn2c(SCc3cc(=O)n4cc(Cl)ccc4n3)nc3ccsc3c2=O)CC1 (stereo unspecified)	i	-1	i	-4	i	i	i	i	-8	i	i
Cc1cnnn1-c1ccc(C(=O)CCl)cc1	i	6	i	1	i	i	i	i	-24	i	6*
CC1CN(C(=O)CCc2ccccc2)C(C)CN1C(=O)CCc1ccccc1 (stereo unspecified)	i	-4	i	-8	i	i	i	i	-7	i	i
O=C(NCc1ccncc1)/C(=C/c1cccc([N+](=O)[O-])c1)NC(=O)c1ccccc1	i	-1	i	3	i	i	i	i	-7	i	i
CCCCn1nnnc1SCC(=O)NC1CCCCC1	i	-6	i	2	i	i	i	i	-2	i	i
Cc1nc(NC(=O)CSc2nncs2)c(Cl)cc1Cl	i	-8	i	-1	i	i	i	i	-9	i	i
CCC(C)[C@H](NC(=O)NCc1ccc(S(N)(=O)=O)cc1)C(=O)OC (stereo partly specified)	i	1	i	7	i	i	i	i	-8	i	i
COc1cc(NC(=O)Cc2cccs2)cc(OC)c1	i	-1	i	-6	i	i	i	i	-7	i	i
COC(=O)c1cc(Br)c(=O)n(CCN2CCCC2)c1	i	2	i	-6	i	i	i	i	-8	i	i
CC1(C)OC(=O)N(c2ccccc2)C12C=Cc1c(ccc3ccccc13)O2 (stereo unspecified)	i	5	i	12	i	i	i	i	-11	i	i
CNC(=O)Nc1cccc(C(F)(F)F)c1	i	-1	i	7	i	i	i	i	-14	i	i
CCCCN(CC)C(=O)C1CCC(CNS(=O)(=O)c2cccc3nsnc23)CC1 (stereo unspecified)	i	-6	i	-3	i	i	i	i	-11	i	i
O=C(Cn1nc(CNc2ccc(Cl)cc2)[n+]2c1CCCCC2)c1ccc(Br)cc1	i	-2	i	13	i	i	i	i	-2	i	i
COc1ccc(C(=O)Nc2cc3c(cc2N2CCOCC2)n(C)c(=O)n3C)cc1OC	i	8	i	2	i	i	i	i	-11	i	i
N#CC1=C(SCC(=O)NCc2ccccc2)NC(=O)CC1c1ccco1 (stereo unspecified)	i	-4	i	1	i	i	i	i	-1	i	i
C=CCOc1ccc(/C=C\c2nc(O)c([N+](=O)[O-])c(=O)[nH]2)cc1OC	i	-5	i	1	i	i	i	i	-1	i	i
CN(C)c1cc[n+](CC[n+]2ccc(N(C)C)cc2)cc1	i	-11	i	3	i	i	i	i	-4	i	i
CCCc1nc(N)c(C#N)c(N)c1C#N	i	-169	i	-7	i	i	i	i	-12	i	i
COC(=O)c1cc(C(=O)OC)n(Cc2ccc(Cl)cc2Cl)n1	i	1	i	14	i	i	i	i	-6	i	i
CCc1cc(C(=O)c2ccc(OC)cc2)c(NC(=O)CCC(=O)O)s1	i	21	i	nt	i	i	i	i	-6	i	i
O=C1CCCC2=C1C(c1ccccc1)CC(=O)N2c1ccc(F)cc1F (stereo unspecified)	i	6	i	-5	i	i	i	i	-17	i	i
CCN(C(=O)CN1C(=O)NC(c2ccccc2)(c2ccccc2)C1=O)c1ccccc1	i	?	i	-5	i	i	i	i	-10	i	i
COc1cc(C2C(C#N)=C(N)Oc3cc4c(cc32)OCO4)cc(OC)c1OC (stereo unspecified)	i	10	i	-6	i	i	i	i	-13	i	i
COc1ncccc1-c1nnn(-c2ccc(C)cc2)n1	i	14	i	15	i	i	i	i	-8	i	i
COc1ccc(C(=O)N2CCN(CCNC(=O)C(=O)Nc3ccc(F)cc3)CC2)cc1OC	i	16	i	4	i	i	i	i	-8	i	i
CCn1c(SCC(=O)n2c(C)c(C)c3ccccc32)nnc1-c1ccco1	i	-3	i	46	i	i	i	i	-8	i	i
O=[N+]([O-])c1ccc(N2CCN(S(=O)(=O)c3cnc[nH]3)CC2)cc1	i	11	i	-7	i	i	i	i	-5	i	i
O=C(c1ccccc1)N1CCOC12CCN(c1ncc(C(F)(F)F)cc1Cl)CC2	i	0	i	12	i	i	i	i	-8	i	i
CC(=O)C1=C(C)N(CC2CC2)C(=O)N[C@H]1c1ccc(Br)cc1	i	3	i	-16	i	i	i	i	-7	i	i
CCCCNC(=O)c1ccc2c(c1)ncn2C1CCCCC1	i	16	i	2	i	i	i	i	-7	i	i
CCS(CC)=NS(=O)(=O)c1ccc(NC(C)=O)cc1	i	-3	i	1	i	i	i	i	-4	i	i
O=C(CN1C(=O)C2C3C=CC(C3)C2C1=O)Nc1ccc(S(=O)(=O)N2CCCCC2)cc1 (stereo unspecified)	i	7	i	0	i	i	i	i	-9	i	i
Cc1nn(C)c(C)c1NC(=O)c1cc2nc(-c3ccco3)cc(C(F)(F)F)n2n1	i	7	i	-1	i	i	i	i	-3	i	i
O=C(N[C@H](Cc1cc(=O)[nH]c2ccccc12)C(=O)O)c1ccc(Cl)cc1	i	-5	i	2	i	i	i	i	1	i	i
O=C(/C=C/c1ccccc1)Nc1ncn[nH]1	i	11	i	0	i	i	i	i	-7	i	i
CCCCn1c(SCC(=O)Nc2cc(NC(=O)c3ccco3)ccc2C)nc2ccccc2c1=O	i	-1	i	-2	i	i	i	i	-16	i	i
Cc1ccccc1OCC(=O)Nc1nc(C)c(C(=O)N(C)C)s1	i	4	i	12	i	i	i	i	-10	i	i
COc1ccc(N(CC(=O)Nc2cc(Cl)ccc2OC)C2=NC3CS(=O)(=O)CC3S2)cc1 (stereo unspecified)	i	6	i	-5	i	i	i	i	-2	i	i
Cc1cccc(C)c1NC(=O)C(NC(=O)CN1C(=O)c2ccccc2C1=O)c1ccccc1 (stereo unspecified)	i	9	nt	-9	i	i	i	i	-13	i	i
CCOc1ccc2[nH]c(O)c(NC(C)=O)c2c1	i	-3	i	-7	i	i	i	i	-5	i	i
CN(C)CCCCCCCCCCC(=O)/C=N/O	i	-4	i	-5	i	i	i	i	-1	i	i
O=C(Nc1ccccc1)c1ccc(S(=O)(=O)N2CCC(C(=O)O)CC2)cc1	i	-2	i	-3	i	i	i	i	-4	i	i
O=C(Nc1ccc(Br)c(C(F)(F)F)c1)c1ccccc1	i	4	i	10	-7.7*	i	i	i	-14	i	6*
O=C1C=CC2C(c3ccc4c(c3)OCO4)CC1N2Cc1ccccc1 (stereo unspecified)	i	28	i	5	i	i	i	i	-8	i	i
O=C(Cc1c(O)c2ccccc2[nH]c1=O)NCc1ccc(F)cc1	i	-8	i	2	i	i	i	i	-9	i	i
COc1ccc(/C=C2\SC(=O)N(CC(=O)Nc3ccc(F)cc3)C2=O)cc1O	i	-2	i	-2	i	i	i	11*	-5	i	i
COc1cccc(N2C(=O)C3CC=C(Cl)CC3C2=O)c1 (stereo unspecified)	i	6	i	4	i	i	i	i	-6	i	i
O=C(NNC(=S)NC1CCCCC1)c1ccccc1Br	i	-5	i	-2	i	i	i	i	-6	i	i
COc1ccc(CNc2ncc(-c3ccc(F)cc3)n2C)c2ccccc12	i	3	i	2	i	i	i	i	-24	i	i
COc1cccc(C(c2sc3nc(C)nn3c2O)N2CCC3(CC2)OCCO3)c1 (stereo unspecified)	i	-11	nt	0	i	i	i	i	-10	i	i
O=C(c1ccccc1SCc1ccc(F)cc1)N1CCOCC1	i	-5	i	-1	i	i	i	i	-8	i	i
Cc1cc(C)nc(N(C#N)Cc2cccc([N+](=O)[O-])c2)n1	i	-1	i	3	i	i	i	i	-6	i	i
CCN1C(=O)C(O)(CC(=O)c2ccccn2)c2ccccc21 (stereo unspecified)	i	3	i	-3	i	i	i	i	-13	i	i

(list continues)
SMILES	KCNQ1 act	Platelet DG rel	PolyA inhibitor	Dyrk1A ADPGlo	KCNK9 inh	TRPC4 act	TRPC4 block	TRPC4 potent	hERG protect	KCNK3 inh	KCNQ1 block
Cc1nc2ccccc2nc(C)c1=NOCc1cccc(F)c1	i	-3	i	-1	i	i	i	i	-12	i	i
O=C(COc1ccccc1)N1c2ccccc2Sc2ccccc21	i	-3	i	1	i	i	i	i	-3	i	i
O=C(NC12CC3CC(CC(C3)C1)C2)c1ccco1	i	-3	i	1	i	i	i	i	-5	i	i
CC(C)(C)C(=O)Nc1nnc(SCC(=O)NC2CCCCC2)s1	i	3	i	-3	i	i	i	i	-5	i	i
Cc1ccccc1-c1cc(-c2ccccc2O)n[nH]1	i	4	i	8	i	i	i	i	-7	i	i
Cc1sc(NC(=O)C2CSC3(C)CCC(=O)N23)nc1-c1ccccc1 (stereo unspecified)	i	-11	nt	36	i	i	i	i	-10	i	i
Cc1c(F)cccc1NC(=O)CCC(=O)O	i	nt	i	-36	i	i	i	i	-11	i	i
O=C(c1cc(Br)c[nH]1)N1CCCCC1	i	-11	i	-3	i	i	i	i	-8	i	i
S=C(Nc1ccc(Cl)cc1)c1nc2ccccc2[nH]1	i	-4	i	1	i	i	i	i	-10	i	i

Not all compounds are listed; count on the stated rates, not on these rows.
